Ins promoter up – insulin promoter activators in MIN6 cells, imaging, high-content screening, mouse beta cells; AID 1625, 2009; z-score at 5 µM; MIN6 insulin promoter-GFP reporter; stronger effect = higher value; 190,000 compounds, 0.3% hits;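 active = z-score above 3 at 5 µM with at least 500 cells counted in the well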
Autophagy HCS – autophagy modulators in MEF cells, primary screen, imaging, high-content, MEF GFP-LC3 | MEF GFP-LC3 puncta imaging; test concentration mostly 10 µM | calls only at 10 µM (by protocol) | 190,000 compounds, 0.98% hits | AID 463193, 2010;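 active = percentage of spot-positive cells more than 3 SD above its plate mean, without a fluorescence outlier flag or 80% toxicity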;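 also: spot-positive cell cutoff set from DMSO-treated cells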
human PMI inhibition – inhibitors of human PMI, primary screen, biochemical, fluorescence intensity, coupled assay (AID 1209); purified PMI enzyme, coupled fluorescence intensity; higher % means a stronger effect; one-dose inhibition, % at 20 µM; IC50 in µM for titrated hits; Mannose-6-phosphate isomerase (Homo sapiens); 190,000 compounds, 0.42% hits;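 also: plate controls were DMSO vehicle for no effect and wells lacking substrate for full effect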
human PMI inhibitors – human PMI inhibitors, high substrate, primary screen, biochemical, fluorescence intensity, high mannose 6-phosphate (AID 1220) | 190,000 compounds, 0.66% hits | recombinant PMI enzyme, coupled fluorescence intensity; higher % means a stronger effect | Mannose-6-phosphate isomerase (Homo sapiens) | inhibition, % at 20 µM; hits with a dose series show IC50 in µM
Dynein transport – inhibitors of GR-EGFP nuclear translocation, primary screen, dynein cargo transport inhibitor project, imaging, high-content, 3617.4 mouse cells; test concentration mostly 20 µM; stimulated with dexamethasone, 1 µM; stronger effect = lower value; z-score, hits read low; 220,000 compounds, 0.47% hits;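 active = plate z-score of nuclear minus cytoplasmic receptor signal below a set negative limit, without overly bright fluorescence or cell loss, cut at about -3.5 in these data, passing the limit was not always enough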;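 also: z-score of nuclear minus cytoplasmic ring GR-EGFP intensity difference per well; some compounds called inactive have numbers as strong as hits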
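Also added – dexamethasone, 1.0 µM final · Buffer or medium – tet-free, stripped-serum medium · Schedule – induction 48 h, compound 1 h, agonist 30 min · Detection – formaldehyde fixation, Hoechst nuclear stain, 10x automated fluorescence imaging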
Yfh1-off respiration – enhancers of respiration in Yfh1-depleted yeast, dose response, Friedreich's ataxia, plus single-dose screen (AID 1465). 220,000 compounds, 0.074% hits. S. cerevisiae Yfh1-off respiration, WST-1 reduction, 72 h; higher fold induction means a stronger effect. fold induction at 50 µM; hits with a dose series show EC50 in µM;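 active = fold induction of absorbance versus untreated yeast above a set limit, then at least 30% activation at any dose in follow-up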;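 also: activators that raise dye reduction in frataxin-depleted yeast; strong numbers were not always called active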
MT stabilizer – microtubule stabilizers in HeLa cells, primary screen, imaging, high-content imaging | HeLa tubulin immunostaining HCS, 24 h; share of cells brighter than vehicle mean+2SD | % tubulin-high responders, % at 10 µM | 200,000 compounds, 0.83% hits;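 active = plate Z-score above 3 for both tubulin-high and condensed-nucleus cell shares, with cell loss under 80%, at 10 µM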;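 also: anti alpha tubulin signal scored within the nucleus-defined area of each cell; some results filed as inactive read as strong as hits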
WT yeast gro inh – growth inhibition of WT strain, primary screen, mitochondrial fusion inhibitor project, WT and mutant strains, chemical genetic. mitochondrial fusion phenotypic screen. inhibition, % at 10 µM. 190,000 compounds, 2.1% hits; in the data active = inhibition above about 58%; tested in S. cerevisiae
b-catenin transl – modulators of beta-catenin nuclear translocation, primary screen, imaging, HeLa cells, immunofluorescence, high-content. nuclear translocation activity, % at 5 µM. 190,000 compounds, 0.3% hits. AID 1665, 2009;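 active = nuclear translocation activity above 50% at 5 µM, with a well cell count of 50 or more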;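 also: per-cell ratio of nuclear to cytoplasmic median beta-catenin stain intensity; plate controls were DMSO negative control for no effect and GSK-3 inhibitor IX positive control for full effect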
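assay system = human HeLa cells, endogenous beta-catenin | times = compound treatment 24 h, 37°C, 5% CO2 | detection = Anti-beta-catenin immunofluorescence on PFA-fixed, Triton-permeabilized cells, DAPI nuclei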
WT yeast gro inh mutant strain – second read-out of WT yeast gro inh, no call of its own (marks repeat the call); inhibition, %; mitochondrial fusion phenotypic screen, mutant strain inhibition
Dynein transport cytoplasmic EGFP – further read-out of Dynein transport, marked with its call; z-score; measured here: cytoplasmic GR-EGFP intensity; stronger effect = higher value
Dynein transport nuclear GR-EGFP – further read-out of Dynein transport, marked with its call; z-score; measured here: nuclear GR-EGFP intensity;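 lower value marks the stronger effect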
Dynein transport cell count – further read-out of Dynein transport, marked with its call; z-score; measured here: cell count per field
Ins promoter up cell count – further read-out of Ins promoter up, marked with its call; cell count; measured here: cytotoxicity, nuclei count;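 total cells summed across four imaged fields per well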
b-catenin transl cell count 5 µM – recorded beside b-catenin transl, whose call it bears; cell count; measured here: cell count, cytotoxicity flag
MT stabilizer Hoechst-high % – second read-out of MT stabilizer, no call of its own (marks repeat the call); % Hoechst-high responders; measured here: nuclear condensation Hoechst responders;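 share of cells brighter than vehicle mean plus two SD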
MT stabilizer cytotoxicity % – further read-out of MT stabilizer, marked with its call; toxicity, %; measured here: cytotoxicity by cell density;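 0% = mean cell density of plate MIN control wells and 100% = no cells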
Autophagy HCS cell loss 18 h – second read-out of Autophagy HCS, no call of its own (marks repeat the call); toxicity, %; measured here: cell loss, nuclei count;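 cell loss after 18 h compound exposure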
The depositor's hits bear a star; i = inactive; · = not tested or not shown. Rule as the data show it, unless noted: active = inhibition above about 50%; inactive = the rest. Compounds were not picked by outcome. Share with any hit: about 5%.

SMILES | Ins promoter up | Ins promoter up cell count | Autophagy HCS | Autophagy HCS cell loss 18 h | human PMI inhibition | human PMI inhibitors | Dynein transport | Dynein transport cytoplasmic EGFP | Dynein transport nuclear GR-EGFP | Dynein transport cell count | Yfh1-off respiration | MT stabilizer | MT stabilizer Hoechst-high % | MT stabilizer cytotoxicity % | WT yeast gro inh | WT yeast gro inh mutant strain | b-catenin transl | b-catenin transl cell count 5 µM
COCCn1c(SCC(=O)c2ccc(CNC(C)=O)o2)nc2ccccc2c1=O | 1.1 | 1610 | i | -7.7 | 2.3% | 5.0% | -0.818 | -0.242 | -0.438 | 0.278 | i | 2.7 | 1.6 | 7.8 | -1.4 | 28.0 | 2.4 | 1367
Cc1cccc(C)c1-n1c(C)nn(Cc2ccc([N+](=O)[O-])cc2)c1=O | 1.51 | 1283 | i | 13.1 | 42.2% | -12.2% | -0.0404 | -0.289 | 0.102 | 0.631 | i | 3.3 | 1.5 | 8.7 | 0.9 | 0.4 | -2.5 | 1038
Cc1ccc(CN(Cc2ccco2)C(=S)NCC(=O)NC2CC2)cc1 | -0.26 | 1126 | i | -2.1 | 7.8% | 4.9% | -0.472 | -0.223 | -0.503 | 0.838 | i | 1.8 | 1.7 | 5.7 | 5.2 | -0.3 | · | ·
COCCn1c(-c2ccccc2F)n[nH]c1=S | · | · | i | 4.4 | 1.5% | -2.5% | -0.131 | -0.255 | 0.219 | 0.195 | i | 1.9 | 1.9 | 6.8 | 3.5 | -1.2 | · | ·
CN(CCO)C(=O)c1cccc2c1-c1ccccc1C2=O | 0.01 | 955 | i | 0.5 | 3.4% | 4.1% | -0.402 | -0.194 | -0.301 | 0.362 | i | 1.2 | 0.8 | 7.8 | 1.5 | 5.9 | -0.9 | 1148
Cc1cccc(C)c1NC(=O)CCCSc1nnc(-c2ccc(Cl)cc2)n1-c1ccccc1 | -0.36 | 1446 | i | 15.9 | 16.8% | 2.9% | 0.0677 | -0.28 | 0.0572 | 1.21 | i | 2.5 | 2.9 | 17.6 | 35.9 | 3.7 | -4.4 | 1110
Cn1cc(Br)c(C(=O)NNC(=O)c2ccccc2)n1 | -0.27 | 1354 | i | 2.3 | 10.5% | 0.6% | -0.21 | -0.262 | -0.328 | 0.0581 | i | 2.2 | 1.7 | 4.7 | -1.5 | 2.4 | 1.1 | 947
CCCNC(=O)OC[C@H]1O[C@H](CCO/N=C/c2ccc(C(=O)N3[C@H](c4ccc(C)cc4)[C@@H](C)CC[C@H]3C(=O)OC)cc2)C=C[C@@H]1Oc1ccc(OC)cc1 | -0.69 | 902 | i | 11.6 | -4.3% | -0.3% | -0.998 | -0.2 | -0.0643 | 0.425 | · | 4.6 | 3.5 | 5.6 | -2.1 | 2.5 | · | ·
O=C(Nc1ccc(CN2CCOCC2)cc1)c1cccc(F)c1 | · | · | i | -0.7 | 7.7% | -0.3% | -0.055 | -0.242 | -0.302 | 0.215 | i | 2.8 | 1.7 | 3.6 | 2.4 | -5.3 | -0.8 | 1119
Cc1cc(Br)ccc1NC(=O)CCN1C(=O)c2ccncc2C1=O | -0.88 | 1573 | i | -5.4 | 2.4% | -1.9% | -0.909 | -0.171 | -0.0707 | 0.221 | i | 5.2 | 1.6 | 9.1 | 2.3 | 8.8 | 0.4 | 807
CSc1nc(C)c(C(=O)C[n+]2ccccc2C)cc1C#N | -0.65 | 1459 | · | · | · | · | 0.139 | -0.287 | 0.0983 | 0.443 | i | · | · | · | · | · | 0.2 | 1354
CCN(CC)S(=O)(=O)c1ccc(Cl)c(NC(=O)COC(=O)c2ccc([N+](=O)[O-])o2)c1 | 0.65 | 860 | · | · | · | · | -0.0839 | -0.195 | 0.598 | -0.652 | i | · | · | · | · | · | 0.4 | 1321
CCOC(=O)C1CCN(CC(=O)c2c(C)[nH]c3cc(C)ccc23)CC1 | 0.39 | 867 | i | -19.7 | 4.2% | -3.1% | -0.163 | -0.202 | -0.0541 | 0.575 | i | 1.4 | 1.8 | 6.2 | -1.5 | -1.6 | -0.8 | 1154
c1ccc(-c2cc(N3CCCCC3)ncn2)cc1 | -0.86 | 1240 | i | -6.5 | 4.2% | 1.8% | -0.221 | -0.134 | -0.232 | 0.691 | i | 4.6 | 2.9 | 5.6 | 8.6 | 18.3 | · | ·
CCCN1Cc2cccc(C(=O)Nc3ccc(CN4CCCC4)cc3)c2C1=O | -0.38 | 1289 | i | -6.9 | -9.0% | -2.6% | 0.181 | -0.162 | 1.1 | -0.0195 | i | 1.7 | 2.2 | 2.1 | -3.5 | -29.9 | -3.8 | 629
CCC(Sc1nccn1C)C(=O)Nc1cccc2ccccc12 (stereo unspecified) | 0.4 | 1208 | i | 17.9 | 1.5% | 4.2% | 0.285 | -0.201 | 0.48 | 0.0339 | i | 2.8 | 3.1 | 5.8 | -9.9 | 3.9 | -2.0 | 1182
O=C(c1ccco1)N1CCN(C(=O)c2ccccc2NS(=O)(=O)c2ccc(F)cc2)CC1 | · | · | i | 14.3 | -10.3% | 3.2% | 1.69 | -0.135 | 0.799 | -1.56 | i | 3.0 | 2.3 | 3.0 | 16.5 | -0.7 | -0.5 | 1111
COc1cc(CC(=O)OCC(=O)Nc2cc([N+](=O)[O-])ccc2F)cc(OC)c1OC | 0.41 | 1469 | i | -2.6 | 2.7% | 3.8% | -0.41 | -0.275 | -0.359 | 0.503 | i | 4.9 | 2.9 | 12.9 | -6.7 | 6.8 | 0.4 | 996
COc1ccc(OC)c(-c2nnc(SCC(=O)N3CCCc4ccccc43)o2)c1 | · | · | i | 0.5 | 12.1% | 8.9% | -0.105 | -0.257 | -0.0172 | 0.665 | i | 4.2 | 2.1 | 7.6 | -17.2 | -1.2 | -6.6 | 995
O=C(NCc1ccc2c(c1)OCO2)c1ccc(COc2cc(Cl)ccc2Cl)o1 | 0.02 | 849 | i | -4.1 | 9.1% | 4.7% | 0.149 | -0.103 | -0.141 | 0.0422 | i | 1.2 | 0.8 | 11.6 | 48.6 | 34.3 | 3.5 | 913
COc1ccc(C2C(C(C)=O)=C(O)C(=O)N2c2nc3ccccc3s2)cc1OC (stereo unspecified) | 0.15 | 1306 | i | 9.4 | -22.4% | -4.7% | -0.787 | -0.0598 | -0.264 | 0.152 | i | 1.9 | 1.8 | 8.7 | -6.0 | 0.2 | 0.2 | 1103
O=[N+]([O-])c1cccnc1N1CCOCC1 | 0.36 | 1663 | i | -1.2 | 0.5% | 7.1% | -0.188 | 0.346 | -0.168 | 0.602 | i | 1.3 | 1.2 | 6.2 | 13.3 | -6.6 | -2.1 | 1391
CCOc1ccc(-n2c(=O)[nH]cc(C(=O)N3CCCc4ccccc43)c2=O)cc1 | 0.32 | 1535 | i | -4.6 | 0.9% | 0.6% | -0.356 | -0.223 | -0.0376 | 0.502 | i | 4.5 | 2.0 | 5.6 | 33.9 | 26.1 | 0.1 | 1394
O=C(Nc1nnc(-c2ccc(Cl)cc2)o1)c1cccc(N2C(=O)CCC2=O)c1 | -0.15 | 1365 | i | 12.1 | -20.3% | -14.6% | 0.965 | 0.109 | 1.26 | -3.02 | i | 2.9 | 1.0 | 3.6 | 36.4 | 9.6 | -0.4 | 993
CCCCn1c(NCc2cccs2)nc2ccccc21 | -0.36 | 1403 | i | 8.8 | -9.7% | -11.7% | 0.601 | -0.284 | 1.04 | -0.583 | i | 3.8 | 1.5 | 5.0 | 27.0 | 19.8 | -0.5 | 1440
CC1CCN(S(=O)(=O)c2cccc(-c3csc(-c4cccnc4)n3)c2)CC1 | -0.11 | 870 | i | -9.2 | 1.0% | -6.4% | 0.0722 | 0.0945 | 0.225 | -0.614 | i | 2.2 | 2.5 | 8.5 | -4.9 | -23.4 | -6.1 | 1210
COC(=O)c1[nH]nc2c1C(=O)N(Cc1ccccc1)C2=O | -0.14 | 1476 | · | · | -6.6% | -6.7% | -1.08 | -0.177 | -0.252 | 0.279 | i | 1.8 | 2.2 | 6.6 | -12.7 | -3.0 | -0.6 | 1423
O=C(CNS(=O)(=O)c1ccc(F)c(Cl)c1)N1CCCCCC1 | -0.02 | 1244 | i | -4.9 | 4.6% | 11.5% | 0.468 | -0.27 | -0.0771 | 0.326 | i | 2.9 | 2.1 | 5.5 | -0.5 | 10.6 | -1.4 | 518
O=C(c1ccc(S(=O)(=O)N2CCOCC2)cc1)N(c1ccc(F)cc1)C1C=CS(=O)(=O)C1 (stereo unspecified) | 0.81 | 1799 | i | -0.7 | 15.5% | 16.1% | 0.309 | 0.4 | 0.481 | 0.54 | i | 1.7 | 2.1 | 2.0 | 20.1 | 13.8 | 0.3 | 1069
COc1ccc(Cn2c(-c3ccc(Cl)cc3)c[n+]3ccccc23)cc1 | -3.59 | 652 | i | 13.0 | -3.6% | -8.3% | -0.758 | -0.0224 | -0.423 | 0.639 | i | 8.3 | 1.9 | 2.2 | 65.1* | 49.9* | 1.6 | 1101

Arranged by the number under WT yeast gro inh mutant strain (highest first): 3 from the list above.
smiles | WT yeast gro inh mutant strain
CCCCn1c(NCc2cccs2)nc2ccccc21 | 19.8
O=C(c1ccco1)N1CCN(C(=O)c2ccccc2NS(=O)(=O)c2ccc(F)cc2)CC1 | -0.7
CC1CCN(S(=O)(=O)c2cccc(-c3csc(-c4cccnc4)n3)c2)CC1 | -23.4

High-throughput results: PubChem, several laboratories
